Assay outcomes: PubChem BioAssay, several laboratories
BH1578 lux ind – inducers of Vibrio cholerae quorum light production without autoinducers, primary screen, BH1578 luxS cqsA deficient, single point; hit rate 0.16% among 350,000; activation, % at 18.7 µM; AID 588436, 2011; V. cholerae BH1578 lux reporter, luminescence, 6 h; in the data active = activation mostly above about 9.7%, no sharp cut-off; also: not every result past the cut was called active; inactives centre near 0; reference of the scale not given here
SARS 3CLpro inh – SARS-CoV 3CLpro protease inhibitors, primary screen, biochemical, quenched FRET; hit rate 0.14% among 290,000; AID 1706, 2009; inhibition, % at 6 µM; recombinant SARS-CoV 3CLpro, quenched FRET peptide cleavage; Replicase polyprotein 1ab (Severe acute respiratory syndrome coronavirus), P0C6X7; in the data active = inhibition above about 12%
Rv3671c protease – Rv3671c serine protease inhibitors, primary screen, biochemical, fluorescence polarization, M. tuberculosis H37Rv | P9WHR9 | inhibition, % at 5.96 µM | hit rate 0.048% among 320,000 | AID 2606, 2010; in the data active = inhibition above about 38%;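 also: extracellular domain of Rv3671c used as enzyme; 0% = enzyme with DMSO and 100% = no enzyme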
Target sequence (P9WHR9 whole entry, looked up, the tested form may be a part): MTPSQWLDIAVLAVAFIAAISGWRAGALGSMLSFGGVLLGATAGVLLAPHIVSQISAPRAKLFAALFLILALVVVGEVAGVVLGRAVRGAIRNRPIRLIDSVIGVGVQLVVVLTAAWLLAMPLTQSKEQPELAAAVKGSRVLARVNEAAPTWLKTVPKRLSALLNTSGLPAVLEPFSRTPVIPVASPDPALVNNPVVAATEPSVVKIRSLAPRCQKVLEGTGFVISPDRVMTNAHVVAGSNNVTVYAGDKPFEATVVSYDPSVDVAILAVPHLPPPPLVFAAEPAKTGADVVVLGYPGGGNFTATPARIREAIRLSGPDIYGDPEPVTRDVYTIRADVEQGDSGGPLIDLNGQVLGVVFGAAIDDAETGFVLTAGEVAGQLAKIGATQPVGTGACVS
PriA SSB inh – inhibitors of Klebsiella pneumoniae PriA binding to SSB C-terminal tail, primary screen, biochemical, AlphaScreen. AlphaScreen SSBct-PriA binding, biotinylated peptide. inhibition, % at 33 µM. hit rate 0.6% among 430,000. AID 1272365, 2023; in the data active = inhibition mostly above about 37%, no sharp cut-off; inactive = mostly below about 20%;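 also: plate controls were negative control peptide for no effect and reference peptide for full effect; strong numbers were not always called active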
TcdB inh – TcdB glycohydrolase inhibitors, primary screen, biochemical, single point, plate reader. TcdB glycohydrolase enzymatic assay. inhibition, % at 9.99 µM. hit rate 0.24% among 350,000. AID 652162, 2013; in the data active = inhibition above about 10%
MazF activator – activators of E. coli MazEF toxin-antitoxin RNase, primary screen, biochemical, fluorescence, uHTS; FAM/BHQ RNA-DNA oligo cleavage fluorescence, 5 h; activation, % at 20 µM; AID 504720, 2011; hit rate 0.32% among 350,000; in the data active = activation above about 50%
Target sequence (P0AE70 whole entry, looked up): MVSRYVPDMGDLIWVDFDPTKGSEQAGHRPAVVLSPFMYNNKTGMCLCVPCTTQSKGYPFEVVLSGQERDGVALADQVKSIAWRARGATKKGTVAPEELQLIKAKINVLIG
VHR inh abs – VHR1 phosphatase inhibitors, primary screen, biochemical, absorbance, uHTS; Dual specificity protein phosphatase 3 (Homo sapiens), P51452; recombinant VHR phosphatase, pNPP absorbance; inhibition, % at 13.3 µM; hit rate 0.52% among 290,000; AID 1654, 2009; in the data active = inhibition above about 50%; also: some compounds called inactive have numbers as strong as hits
Target sequence (P51452 whole entry, looked up): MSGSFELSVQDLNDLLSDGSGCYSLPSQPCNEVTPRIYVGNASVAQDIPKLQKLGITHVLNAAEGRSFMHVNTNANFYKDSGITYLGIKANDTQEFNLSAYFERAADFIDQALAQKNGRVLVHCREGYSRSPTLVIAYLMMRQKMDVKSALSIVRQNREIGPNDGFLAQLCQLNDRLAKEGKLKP
Y pestis TopoI – Yersinia pestis topoisomerase I inhibitors, primary screen, biochemical, cleavage product accumulation, plate reader, single point. DNA topoisomerase I (Yersinia pestis CO92). Y. pestis Topo-I cleavage product accumulation. activity, % at 10 µM. hit rate 0.064% among 360,000; in the data active = activity above about 50%, passing the limit was not always enough; also: inactives centre near 2
PfHsp40 rescue – rescue of yeast from PfHsp40 toxicity, primary screen, S. cerevisiae, ATP luminescence. S. cerevisiae expressing PfHsp40, growth rescue. growth rescue, % at 12.5 µM. AID 504582, 2011. hit rate 0.68% among 340,000; in the data active = growth rescue above about 28%, passing the limit was not always enough;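 also: yeast W303a lacking pdr1 and pdr3 grown in galactose medium; growth measured after three days at 30 °C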
Anthrax LF prot – Bacillus anthracis LF protease inhibitors, primary screen, biochemical, multiplex microsphere, MLPCN library. multiplex microsphere protease cleavage assay. hit rate 0.12% among 360,000. Lethal factor (Bacillus anthracis), P15917. inhibition, % at 10 µM; in the data active = inhibition above about 30%; also: plate controls were buffer without enzyme for full effect and enzyme alone for no effect
The depositor's hits bear a star; i = inactive; · = not tested or not shown; & = joins results of further samples; ! = not active in a repeat. Some of the compounds tested; count on the stated rates, not on these rows.

SMILES | BH1578 lux ind | SARS 3CLpro inh | Rv3671c protease | PriA SSB inh | TcdB inh | MazF activator | VHR inh abs | Y pestis TopoI | PfHsp40 rescue | Anthrax LF prot
COC(=O)CN1C(=O)N(c2ccccc2)C(N(O)C(=O)Nc2ccccc2)C1(C)C (stereo not given) | i | -1 | -1 | -12 | · | 4 | 10 | -7 | -1.2 | -2
NS(=O)(=O)c1ccc(N2CCCC2=O)c([N+](=O)[O-])c1 | -0.3 | 2 | 10 | -11 | 0.9 | 3 | 22 | -1 | -0.6 | -1
COCCN(CCOC)S(=O)(=O)c1ccc(NC(=O)c2cnccn2)cc1 | i | 1 | -7 | 4 | -2.4 | -29 | 13 | 0 | 0.1 | -4
CCC(C)C(NC(=O)c1ccccc1)C(=O)Nc1ccc(S(=O)(=O)Nc2cc(C)nc(C)n2)cc1 (stereo not given) | i | · | 8 | -10 | 1.1 | -1 | · | -4 | -0.6 | -5
Cc1nc(N)sc1C(=O)N/N=C/c1ccco1 | i | -5 | 0 | · | 0.7 | 1 | -12 | -5 | 0.5 | -1
CCOC(=O)c1c(C)[nH]c(C(=O)OCc2csc(CC(=O)Nc3ccccc3C)n2)c1C | i | · | -16 | 7 | -2.4 | -3 | · | 4 | 0.8 | 0
CC(C)n1nnnc1SCC(=O)N1CCN(Cc2ccc3c(c2)OCCO3)CC1 | 2.9 | · | 5 | -8 | 1.0 | -6 | · | 6 | -1.0 | -8
CC(C)CCNC(=O)C(C)N(C(=O)Cn1nnc(-c2ccc(F)cc2)n1)C1CCCC1 (stereo not given) | -0.2 | 2 | 10 | 2 | -0.2 | 1 | 36 | 21 | 0.7 | -1
CC1(NC(=O)C2CCCCC2)CCS(=O)(=O)C1 (stereo not given) | -1.2 | 0 | -4 | 5 | 0.1 | 6 | -15 | 3 | -1.5 | 2
CCN(CC(=O)NCc1ccc(Cl)cc1)C(=O)c1cnc(Cl)c(Cl)c1 | -0.3 | 5 | -5 | -9 | -0.9 | 0 | 6 | -6 | 1.1 | 0
COc1ccc(CN2C(=O)NC(=O)/C(=C/c3ccoc3)C2=O)cc1 | -0.9 | -5 | -56 | 3 | -0.7 | -19 | 23 | 10 | -0.8 | -7
C=CCOC(=O)C(C#N)c1nc2ccccc2nc1N1CCN(c2ccccc2OC)CC1 (stereo not given) | i | 4 | -8 | 12 | · | -12 | 14 | 23 | 0.9 | 2
COc1ccc(C)cc1S(=O)(=O)N(CC(=O)NC1CCCC1)c1ccc(F)cc1 | -0.5 | -3 | -4 | -7 | -0.1 | 2 | 9 | -2 | -0.7 | 0
Cc1nc(CCNC(=O)c2cccs2)cs1 | i | 5 | 8 | -10&6 | 0.7 | 5 | 22 | 4 | 0.2 | 1
Cc1ccc(NC(=O)CN(C)C(=O)Cn2nnc(-c3ccccc3C)n2)cc1 | -3.2 | · | -8 | -7 | 0.1 | 3 | · | 5 | 0.0 | 1
COC(CNC(=O)Cn1nc(Cc2ccncc2)c2ccccc2c1=O)OC | i | 2 | -6 | 1 | 0.2 | -3 | 13 | -4 | -0.4 | 12
Cc1ncc(CN2CCC(N3CCC(C(=O)N4CCCC4)CC3)CC2)s1 | 0.6 | 5 | -6 | -3 | · | -1 | 18 | -2 | -0.4 | -1
CC(=O)c1c(C)[nH]c(C(=O)CN2C(=O)NC3(CCCCC3C)C2=O)c1C (stereo not given) | -1.2 | · | · | -17 | -0.6 | -3 | · | -5 | 0.4 | -5
CCOc1cccc(C(c2c(C)n(C)n(-c3ccccc3)c2=O)c2c(C)n(C)n(-c3ccccc3)c2=O)c1OC | i | -2 | -8 | -6 | 0.9 | 0 | · | 6 | 1.3 | -10
O=C(Nc1ccc(N2CCOCC2)c(Cl)c1)c1ncn[nH]1 | 0.6 | -1 | 2 | 24 | · | 4 | 22 | -2 | 0.1 | -4
O=C(Nc1cccc2ccccc12)c1ccc(OC(=S)N2CCOCC2)cc1 | i | 1 | -51 | 1 | · | -5 | 3 | -7 | -0.3 | -2
COc1ccccc1N1CC(C(=O)OCC(=O)Nc2c(C)cccc2C)CC1=O (stereo not given) | i | -2 | 4 | 2 | 2.4 | 0 | 21 | -1 | -4.4 | -2
O=C(OC1CCOC1=O)c1ccc(CO)cc1 (stereo not given) | -0.3 | 7 | 0 | 0 | -2.6 | 8 | -12 | 8 | 0.5 | -2
O=C(NCc1ccccn1)C1Nc2ccc(OC(F)(F)F)cc2C2C=CCC12 (stereo not given) | -1.7 | · | 7 | 18 | · | 9 | · | 12 | -1.1 | -5
CCN(CC)C(=O)c1ccc(-c2nnc(OC)c3ccccc23)cc1 | -0.6 | -2 | 5 | -4 | 1.9 | -12 | 37 | -3 | 1.2 | -14
SMILES | BH1578 lux ind | SARS 3CLpro inh | Rv3671c protease | PriA SSB inh | TcdB inh | MazF activator | VHR inh abs | Y pestis TopoI | PfHsp40 rescue | Anthrax LF prot
CCOc1ccccc1NC(=O)CSc1nnnn1-c1ccc(C(=O)OC)cc1 | i | 0 | 4 | 11 | · | -5 | 4 | 20 | 0.7 | 10
CCN(CC)CCN(C(=O)c1ccc(C(=O)c2ccccc2)cc1)c1nc2c(OC)cccc2s1 | i | -1 | 3 | 37*! | 0.9 | 13 | 15 | 23 | -0.6 | -9
CCC(=NCCc1ccc(OC)c(OC)c1)C1=C(O)CC(C)(C)CC1=O | -0.3 | 4 | 11 | -11 | 1.2 | -2 | 15 | -1 | -0.6 | -5
COc1c(C)cc(C(=O)C2CCCN(C(=O)Cn3nc(C)nc3C)C2)cc1C (stereo not given) | -0.1 | -2 | -9 | 1 | 0.9 | 4 | 11 | -7 | -0.1 | 0
CN(C(=O)COC(=O)c1ccc(Cl)nc1)c1c(N)n(Cc2ccccc2)c(=O)[nH]c1=O | -0.6 | · | -2 | -2 | 0.6 | -1 | · | -3 | -1.0 | -1
COc1ccc(-c2csc(NC(=O)c3cccc(N4C(=O)CCC4=O)c3)n2)cc1C | -0.2 | 0 | 1 | -2 | 1.3 | -9 | 8 | 20 | 1.6 | -1
CCOC(=O)C1=CN(Cc2cccc(F)c2)S(=O)(=O)N(C)C1c1ccccc1 (stereo not given) | i | · | · | -9 | -1.9 | 2 | · | -2 | -0.5 | 1
Cc1ccc(F)cc1C(=O)N1CCCCC1c1cc(C(=O)NC(C)C)no1 (stereo not given) | -0.4 | · | · | · | 1.0 | · | · | 0 | · | 0
COC(=O)CSc1nc2c(cnn2-c2ccc(Cl)cc2)c(=O)[nH]1 | -1.2 | -4 | -1 | -5 | -0.7 | 0 | 27 | -5 | -1.9 | -4
CCC(CO)Oc1cc(NCc2ccc(C)cc2)c2ncn(C(C)C)c2c1 (stereo not given) | -0.2 | · | -4 | 10 | 0.5 | 11 | · | 18 | -1.4 | 0
O=C1CCCCCN1Cc1ccccc1 | 8.3 | 1 | 1 | -5 | · | -4 | 15 | 1 | -0.8 | -5
Cc1sc(NC(=O)c2cccs2)c(C(N)=O)c1C | i | 5 | -8 | -18 | · | 1 | 10 | 2 | 2.5 | -1
CCCCN1CCc2c(c3ccccc3n2Cc2ccccc2)C1 | -0.6 | -2 | 0 | -12 | 0.6 | -13 | 6 | 9 | -0.4 | 1
NC(=O)N/N=C/c1ccc(-c2cccc(C(F)(F)F)c2)o1 | i | -3 | 5 | · | 1.6 | -3 | 17 | -2 | 0.3 | -1
Cc1ccc(N2C(=O)NC(=O)/C(=C\c3cn(CC(=O)O)c4ccccc34)C2=O)cc1 | -0.4 | -6 | -11 | -5 | 1.1 | -139 | -4 | 6 | -0.7 | 4
O=C(c1cc(-c2ccco2)on1)N1CCN(c2ccccc2)CC1 | -0.6 | -3 | -2 | 9 | 1.0 | 11 | 11 | 5 | 0.3 | 2
COc1ccccc1CNC(=O)c1cccc(-c2ccc(C)c3ccccc23)n1 | · | -4 | -8 | · | 1.1 | · | 5 | · | · | ·
COc1ccc(CCc2nnc(CCC(=O)NCc3ccc4ncccc4c3)o2)cc1 | -0.2 | 3 | 5 | -26 | 1.8 | 1 | 8 | 7 | 1.7 | -6
CCN(CC(=O)NCc1ccc(Cl)cc1)CC(=O)Nc1ccc(C(N)=O)cc1 | -0.7 | 2 | -2 | 2 | 2.0 | -5 | 4 | 5 | -0.3 | -1
Cn1nc(C(C)(C)C)cc1NC(=O)C1(C)CCN1C(=O)C1(c2ccccc2)CCCC1 (stereo not given) | i | · | · | · | 0.8 | · | · | 29 | · | -5
Cc1ccc2oc(-c3ccc(C)c(NC(=S)NC(=O)c4cccs4)c3)nc2c1 | i | -5 | -5 | -4 | -1.4 | -14 | 26 | 3 | 25 | 1
CN1CC(=O)N2[C@H]3c4ccccc4OC[C@@H]3[C@H](c3ccccc3)[C@]2(C)C1=O | i | · | 5 | 10 | 1.6 | 3 | · | 3 | -1.3 | -6
Cc1oc(C(C)(C)C)c(CN2CCCC2)c1C(=O)O | i | -4 | 2 | -15 | · | 6 | 25 | 0 | -1.9 | 3
COc1ccc(CNC(=O)C2CCN(C(=O)c3ccco3)CC2)cc1 | -1.0 | 0 | -2 | 5 | -7.1 | 9 | 29 | 1 | 0.3 | -3
O=C(NC(=S)Nc1cc([N+](=O)[O-])ccc1Cl)c1ccccc1 | i | 6 | -6 | -3 | · | 10 | 33 | -5 | -0.2 | -4
SMILES | BH1578 lux ind | SARS 3CLpro inh | Rv3671c protease | PriA SSB inh | TcdB inh | MazF activator | VHR inh abs | Y pestis TopoI | PfHsp40 rescue | Anthrax LF prot
CCCCn1c(C)c(C(=O)O)c2cc(OC)ccc21 | i | 4 | 5 | 2 | 1.4 | -2 | -8 | 0 | 2.0 | 2
CCOC(=O)C1CSC(CC(=O)Nc2ccc(OCC)cc2)C(=O)N1 (stereo not given) | i | -2 | 0 | -10 | · | 2 | 31 | 5 | 0.0 | -3
Cc1nnnn1/C(=C\c1ccccc1)C(=O)OCC(=O)NC1CCCCC1 | -5.9 | · | 9 | -7 | 0.4 | 0 | · | 17 | 0.0 | 3
CCN(CC)c1ncnc2c1ncn2[C@H]1CN(C2CCCC2)C[C@@H](CO)O1 | -0.3 | · | · | · | 1.3 | · | · | 8 | · | 0
O=C1NC(=S)N/C1=C\c1ccccc1OCc1ccc(C(=O)O)cc1 | i | 4 | -2 | -3 | 1.5 | 2 | 12 | 1 | -1.4 | -3
CN1CCN(C(=O)CCNC(=O)Cn2ccc3ccccc3c2=O)CC1 | i | 2 | -4 | -13 | · | -15 | 30 | 3 | 0.3 | -12

3 of these compounds, reformatted.
> CN1CCN(C(=O)CCNC(=O)Cn2ccc3ccccc3c2=O)CC1
  BH1578 lux ind: i
  SARS 3CLpro inh: 2
  Rv3671c protease: -4
  PriA SSB inh: -13
  TcdB inh: ·
  MazF activator: -15
  VHR inh abs: 30
  Y pestis TopoI: 3
  PfHsp40 rescue: 0.3
  Anthrax LF prot: -12

> CCOC(=O)C1CSC(CC(=O)Nc2ccc(OCC)cc2)C(=O)N1 (stereo not given)
  BH1578 lux ind: i
  SARS 3CLpro inh: -2
  Rv3671c protease: 0
  PriA SSB inh: -10
  TcdB inh: ·
  MazF activator: 2
  VHR inh abs: 31
  Y pestis TopoI: 5
  PfHsp40 rescue: 0.0
  Anthrax LF prot: -3

> CCCCn1c(C)c(C(=O)O)c2cc(OC)ccc21
  BH1578 lux ind: i
  SARS 3CLpro inh: 4
  Rv3671c protease: 5
  PriA SSB inh: 2
  TcdB inh: 1.4
  MazF activator: -2
  VHR inh abs: -8
  Y pestis TopoI: 0
  PfHsp40 rescue: 2.0
  Anthrax LF prot: 2
